DUSP3 inh: VHR1 phosphatase inhibitors, primary screen, biochemical, absorbance, uHTS | Dual specificity protein phosphatase 3 (Homo sapiens), P51452 | recombinant VHR phosphatase, pNPP absorbance | inhibition, % at 13.3 µM | hit rate 0.52% among 290,000; in the data active = inhibition above about 50%; note: some compounds called inactive have numbers as strong as hits
Target sequence (P51452 whole entry, looked up): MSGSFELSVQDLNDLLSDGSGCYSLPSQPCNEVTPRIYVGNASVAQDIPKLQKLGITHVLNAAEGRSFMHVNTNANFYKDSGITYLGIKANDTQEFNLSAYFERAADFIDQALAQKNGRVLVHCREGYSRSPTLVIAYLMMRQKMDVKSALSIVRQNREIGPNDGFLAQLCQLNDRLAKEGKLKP
MazF activator: activators of E. coli MazEF toxin-antitoxin RNase, primary screen, biochemical, fluorescence, uHTS | activation, % at 20 µM | Endoribonuclease toxin MazF (Escherichia coli (strain K12)), P0AE70 | hit rate 0.32% among 350,000 | FAM/BHQ RNA-DNA oligo cleavage fluorescence, 5 h | AID 504720, 2011; in the data active = activation above about 50%
Target sequence (P0AE70 whole entry, looked up): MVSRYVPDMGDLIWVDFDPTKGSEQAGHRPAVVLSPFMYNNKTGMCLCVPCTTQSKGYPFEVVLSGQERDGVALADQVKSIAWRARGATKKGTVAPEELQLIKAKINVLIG
CCHFV vOTU inh: CCHFV vOTU protease inhibitors, primary screen, biochemical, Pep-AMC substrate, fluorescence; Crimean-Congo hemorrhagic fever virus L polyprotein viral ovarian tumor (vOTU) protease …; inhibition, % at 11.5 µM; hit rate 0.55% among 370,000; AID 651958, 2012; note: 0% = vehicle wells with enzyme and 100% = no enzyme wells
BoNT-F LC inh: BoNT/F light chain protease inhibitors, primary screen, biochemical, flow cytometry, MLPCN library; Multiplex microsphere protease cleavage assay; inhibition, % at 10 µM; Botulinum neurotoxin type F light chain protease (Clostridium botulinum); hit rate 0.22% among 360,000; AID 588497, 2011; in the data active = inhibition above about 35%, passing the limit was not always enough; inconclusive = no clear call, values can overlap the other calls; note: plate controls were buffer without enzyme for full effect and enzyme alone for no effect
Rv3671c protease: Rv3671c serine protease inhibitors, primary screen, biochemical, fluorescence polarization, M. tuberculosis H37Rv; hit rate 0.048% among 320,000; inhibition, % at 5.96 µM; in the data active = inhibition above about 38%;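 note: extracellular domain of Rv3671c used as enzyme; 0% = enzyme with DMSO and 100% = no enzyme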
FadD28 FP inh: inhibitors of FadD28 bisubstrate probe binding, primary screen, biochemical, fluorescence polarization, single point. inhibition, % at 12.5 µM. hit rate 0.22% among 360,000. AID 588549, 2011; in the data active = inhibition above about 8.5%, passing the limit was not always enough; inconclusive = no clear call, values can overlap the other calls
Mtb BioA inh: M. tuberculosis BioA enzyme inhibitors, primary screen, biochemical, plate reader, single point, HTS | AID 602481, 2012 | 7,8-diaminopelargonic acid synthase BioA (Mycobacterium tuberculosis) | hit rate 0.096% among 360,000 | inhibition, % at 9.99 µM | purified M. tuberculosis BioA enzyme; in the data active = inhibition above about 40%; inconclusive = no clear call, values can overlap the other calls
Mtb UGM inh: M. tuberculosis UGM enzyme inhibitors, primary screen, biochemical, fluorescence polarization, single point; inhibition, % at 10 µM; hit rate 0.06% among 320,000; purified UGM, fluorescence polarization probe displacement; in the data active = inhibition above about 10%, passing the limit was not always enough; inconclusive = no clear call, values can overlap the other calls
Target sequence (P9WIQ1 whole entry, looked up): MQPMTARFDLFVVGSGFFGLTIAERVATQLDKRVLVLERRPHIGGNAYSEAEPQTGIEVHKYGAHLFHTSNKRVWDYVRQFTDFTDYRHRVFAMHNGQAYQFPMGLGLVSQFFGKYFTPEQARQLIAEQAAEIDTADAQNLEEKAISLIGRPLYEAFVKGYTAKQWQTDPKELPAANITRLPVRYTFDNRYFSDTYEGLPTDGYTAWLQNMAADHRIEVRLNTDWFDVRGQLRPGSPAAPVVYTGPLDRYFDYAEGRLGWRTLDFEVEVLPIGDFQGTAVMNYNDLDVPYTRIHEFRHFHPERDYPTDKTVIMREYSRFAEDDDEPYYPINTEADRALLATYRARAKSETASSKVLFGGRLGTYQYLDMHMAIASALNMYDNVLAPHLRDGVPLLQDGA
GDH-TPI inh: GDH-TPI coupling enzyme inhibitors, primary screen, artefact control for M. tuberculosis FBA inhibitor project, biochemical, absorbance, full deck | AID 588335, 2011 | hit rate 1.2% among 360,000 | inhibition, % at 4.8 µM | GDH-TPI coupled enzyme counterscreen, NADH absorbance;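 note: 0% = DMSO wells and 100% = wells lacking the enzyme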
Mtb FBA inh: Mtb FBA enzyme inhibitors, primary screen, biochemical, fluorescence, strain H37Rv | Fructose-bisphosphate aldolase (Mycobacterium tuberculosis (strain ATCC 25618 / H37Rv)), … | purified M. tuberculosis FBA, fluorescence read-out | inhibition, % at 1 µM | hit rate 2.3% among 360,000 | AID 588726, 2011; in the data active = inhibition above about 27%;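 note: 0% = vehicle and 100% = reference inhibitor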
Target sequence (P9WQA3 whole entry, looked up): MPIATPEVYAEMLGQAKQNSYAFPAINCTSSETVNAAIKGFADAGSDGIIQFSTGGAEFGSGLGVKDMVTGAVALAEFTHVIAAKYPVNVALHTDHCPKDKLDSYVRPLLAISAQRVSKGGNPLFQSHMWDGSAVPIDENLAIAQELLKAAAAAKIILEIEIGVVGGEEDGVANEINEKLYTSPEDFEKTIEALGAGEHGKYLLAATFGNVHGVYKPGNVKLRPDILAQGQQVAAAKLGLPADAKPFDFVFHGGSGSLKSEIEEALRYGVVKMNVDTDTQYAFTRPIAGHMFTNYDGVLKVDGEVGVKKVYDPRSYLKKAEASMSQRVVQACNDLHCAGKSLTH
* = called active by the depositor; ? = inconclusive; . = not tested or not shown; + = active, no number. Cut-off read from the data, not from the text of the source, unless noted: active = inhibition above about 30%; inactive = the rest.

SMILES	DUSP3 inh	MazF activator	CCHFV vOTU inh	BoNT-F LC inh	Rv3671c protease	FadD28 FP inh	Mtb BioA inh	Mtb UGM inh	GDH-TPI inh	Mtb FBA inh
COc1ccc(CCNS(=O)(=O)c2cccc([N+](=O)[O-])c2)cc1	44	-16	3	?	6	-2.3	-0.1	0.4	0	1
C[C@H](NC(=O)c1nc[nH]c1C(=O)N1CCNCC1)C(=O)OCc1ccccc1	.	0	4	-1	2	-0.5	-2.2	-3.0	5	0
Cc1ccccc1NC(=O)NCCCN1CCN(C)CC1	16	9	-9	0	2	.	0.6	-0.5	1	-3
COc1cc2c(cc1NC(=O)CN(C)Cc1nc3ccccc3c(=O)[nH]1)oc1ccccc12	2	-10	-17	-1	-4	-1.6	-1.0	0.4	2	0
N#Cc1ccc(NC(=O)Cn2cnc(S(=O)(=O)N3CCCCC3)c2)cc1	2	3	10	-2	-2	0.8	0.4	-0.7	-4	2
O=C1C=C(NCCc2cc(Br)c(O)c(Br)c2)C(=O)c2ncccc21	.	-9	108*	-3	.	3.0	.	.	0	-3
O=C(OCCCOC(=O)c1ccccc1O)c1ccccc1O	19	.	7	.	-10	.	.	3.3	.	.
Cc1onc(-c2ccccc2Cl)c1C(=O)N1CCCC1	10	6	3	0	-11	1.4	-3.3	-1.3	4	1
CCC(=O)c1ccc(OCC(=O)OC(C)C(=O)Nc2c(C)n(C)n(-c3ccccc3)c2=O)cc1 (stereo not drawn)	.	2	-9	-2	.	-2.4	0.1	.	-1	0
O=C(c1ccc(S(=O)(=O)N2CCCC2)cc1)N1CCN(c2ccccc2F)CC1	0	-3	6	3	-9	-2.5	0.7	2.7	-3	0
O=C(Nc1ccncc1)c1cccc(F)c1	0	7	-8	-11	0	0.4	7.9	1.2	4	0
O=C(Nc1ccc(N2CCOCC2)cc1)C1CC(=O)N(c2ccc(F)cc2)C1 (stereo not drawn)	13	10	-8	3	-7	-4.8	-1.9	-2.9	-6	3
CCCCOc1ccc(S(=O)(=O)NCc2csc(C)n2)cc1	-9	5	-7	-12	0	-1.3	-1.0	3.8	-2	-2
CN(CC(=O)NCc1ccco1)S(=O)(=O)c1ccc(F)cc1	10	0	8	12	-2	-0.5	-1.4	3.9	0	1
COc1ccc(CNC(=O)CN(C(=O)CCC(=O)Nc2ccccn2)c2ccc3c(c2)OCO3)cc1	7	5	0	-1	0	.	-0.8	1.2	3	0
O=C(Nc1ccc(F)cc1)c1cccc2c1C(=O)N(CC1CCCO1)C2 (stereo not drawn)	13	13	-1	-1	-4	-3.2	-1.4	-0.2	-5	0
O=C(COc1ccccc1)NS(=O)(=O)c1ccccc1	-4	5	19	2	0	1.2	-4.1	3.3	-5	-3
Cc1ccc(NS(=O)(=O)c2cc(-c3cc(C)no3)ccc2C(C)C)nc1	-3	-14	-14	1	2	-2.4	-0.7	-2.1	-7	37*
CCOC(=O)N1CCc2c(sc3nc4n(c(=O)c23)N=C(C)CS4)C1	34	8	-8	-2	-3	-1.4	-0.8	-0.1	31*	10
CCOC(=O)C1=C(C)OC(N)=C(C#N)C1c1c(C)nn(-c2ccccc2)c1Cl (stereo not drawn)	21	-9	2	-24	-1	-2.5	1.7	-0.7	5	4
CCN(CC)S(=O)(=O)c1ccc(N2CCOCC2)c(NC(=O)c2sccc2C)c1	.	-3	-1	-5	-2	-1.5	1.0	0.1	3	-3
CC(C)[C@H](NC(=O)N1C[C@H]2C[C@@H](C1)c1cccc(=O)n1C2)C(=O)Nc1ccccc1F	25	-1	4	1	-5	-2.0	-1.1	1.3	-2	0
CC1=C(C(=O)OCc2ccccc2)C(c2ccc(C(C)(C)C)cc2)NC(=O)N1CCCCCC(=O)O (stereo not drawn)	28	-1	10	3	0	-4.0	3.4	2.5	-3	0
O=C(Nc1ccc(N2CCCC2)cc1)c1cccc(Cl)c1	.	6	6	-54	9	-2.4	0.0	-2.7	15	0
COCCC(=O)N1CCC(Oc2ccc(C(=O)NC3CCOC(C)(C)C3)cc2)CC1 (stereo not drawn)	-13	-2	7	0	-2	0.1	-2.1	0.7	-1	0
COc1cccc(C=Nc2cc(C(C)C)c(O)cc2C)c1O	.	-23	10	-8	.	-0.1	.	.	15	2
COc1ccc([N+](=O)[O-])cc1NC1CCCCC1	41	-6	10	0	4	-0.7	2.8	0.9	12	-3
OCC[C@H]1C[C@@H](O)[C@H](O)[C@]2(CCc3ccccc3O2)O1	.	1	21	-2	0	-3.7	0.0	1.0	-7	0
Cc1ccccc1C(=O)c1cccn1CC(=O)NCC1CCCO1 (stereo not drawn)	26	3	-1	-3	4	-2.6	1.0	-1.0	-3	-1
Cc1ccc(-n2c(CSc3nc(C)cc(C)n3)n[nH]c2=S)cc1	6	-5	6	7	2	0.3	.	1.5	6	2
CCCCCc1cc(=O)oc2c(C(CCN3CCCC(C)C3)c3cc(OC)c(OC)c(OC)c3)c(OC)cc(OC)c12 (stereo not drawn)	26	2	.	-14	-4	-9.4	-0.5	-1.6	-5	1
Cc1ccc(C(=O)Nc2ccc(Br)cc2)cc1S(=O)(=O)Nc1ccccn1	-13	125*	15	-5	-14	-3.3	-2.8	-0.4	2	3
CCOc1ccc(C(NC(=O)CC)c2c(O)ccc3ccccc23)cc1 (stereo not drawn)	8	8	3	-29	1	-1.7	-0.2	-0.3	6	13
NS(=O)(=O)c1ccc(CCNC(=O)C2Cc3ccccc3CN2C(=O)c2ccco2)cc1 (stereo not drawn)	0	-3	-5	2	-6	-2.4	.	2.9	-1	2
CC(=O)N1CCN(S(=O)(=O)c2cccc(C(=O)OCC(=O)NCc3ccccc3Cl)c2)CC1	.	-5	15	-8	.	-1.4	-3.8	.	0	-3
O=C(/C=C/c1ccc2c(c1)OCO2)Nc1cccnc1	30	3	-6	2	-9	-2.6	.	0.2	21	6
Cc1cnc(C(=O)N2CCN(S(=O)(=O)c3cc(C(F)(F)F)cc(C(F)(F)F)c3)CC2)cn1	.	3	10	-5	.	-0.1	-1.6	.	1	5
N#CC1=C(N)NC(SCC(=O)c2ccccc2)=C(C#N)C12CCCC2	-6	5	-11	-1	2	-2.4	.	-2.1	21	1
COc1ccc2cc(CO)c3cc(OC)c(OC)cc3c2c1	.	7	3	2	-2	-0.4	-2.9	1.7	16	6
COc1ccc2[nH]c(=O)c(C(c3nnnn3C3CCCCC3)N3CCN(C)CC3)cc2c1 (stereo not drawn)	-12	9	-35	2	-3	-1.5	-1.1	0.7	21	20
O=C(COC(=O)c1cccc(Br)c1)NCCc1ccccc1	-3	0	4	-4	-3	-1.3	-0.1	-0.4	-1	0
O=C(N/N=C/c1ccc(C(=O)O)cc1)C(=O)N1CCCCCC1	2	-1	-10	-6	4	1.8	-0.4	-0.8	3	-1
O=C(OCC(=O)N(c1ccccc1)C1CCCCC1)c1ccc(CO)cc1	.	5	12	-2	3	.	-0.5	-1.4	-5	-1
Cn1c2ccccc2c(=O)c2cc(NCCCN3CCOCC3)ccc21	.	0	-244	0	-22	-1.3	-0.2	1.2	23	+
C=CCNc1nc(-c2c(C)nc3ncccn23)cs1	14	2	3	?	1	-3.2	1.6	-0.7	20	2
CNS(=O)(=O)c1ccc(C)cc1	-7	3	-5	24	8	-2.6	-3.3	-1.0	-4	-7
Nc1cc(S(=O)(=O)Nc2cc(Cl)ccc2Cl)ccc1N1CCCC1	17	2	10	-2	16	-0.3	.	-2.2	1	-2
COc1ccc(/C=C/C(=O)OCC(=O)Nc2cccc(Oc3ccccc3)c2)c(OC)c1	-5	3	-13	-4	-98	-1.1	.	-2.2	16	-1
C=C1[C@H]2CC[C@H]3[C@]4(C)C[C@H](O[C@H]5O[C@H](CO)[C@@H](OS(=O)(=O)O)[C@H](OS(=O)(=O)O)[C@H]5OC(=O)CC(C)C)C[C@@H](C(=O)O)[C@H]4CC[C@]3(C2)[C@H]1O	.	-16	3	-7	2	0.4	-0.8	-1.9	5	3
O=C(O)CCN1C(=O)/C(=C2\C(=O)N(Cc3ccc(F)cc3)c3ccccc32)SC1=S	145	-2	-2	-12	-10	-5.6	-0.2	1.0	0	-5
O=C(CSc1nnc(COc2ccccc2)o1)N1CCOCC1	38	-5	-1	-3	-3	-0.5	.	-0.4	14	3
CCC(=O)N1CCc2cc(-c3csc(NC(=O)c4ccco4)n3)ccc21	-12	10	-34	35*	-5	-2.9	-1.4	3.8	11	0
CCCc1[nH]nc2c1C(c1ccc(OC)c(Cn3nc(C)c(Br)c3C)c1)C(C#N)=C(N)O2 (stereo not drawn)	8	-3	-8	-8	-6	-1.8	5.8	0.4	-14	-12
O=[N+]([O-])c1cccc(CN2CC=C(c3ccc(F)cc3)CC2)c1	-3	-5	1	-24	.	-3.5	-0.7	-0.2	-9	-1
CCC1CCCCN1Cc1nc2c(c(=O)n(C)c(=O)n2C)n1Cc1cccc2ccccc12 (stereo not drawn)	6	21	.	-8	4	-1.1	0.3	-1.5	0	7
C[C@]12CC[C@@H]3c4ccc(O)cc4[C@@H](O)C[C@H]3[C@@H]1CC[C@@H]2O	-11	.	.	.	-1	.	-2.7	0.2	.	.
COc1cc(O)c(C(CC(=O)N2CCCCC2)c2cc(OC)c(OC)c(OC)c2)c(OC)c1 (stereo not drawn)	7	-12	0	2	4	-1.1	-0.1	0.2	7	-1
CCOc1ccc2nc(NC(=O)C3CCN(S(=O)(=O)c4cnc[nH]4)CC3)sc2c1	0	1	6	-16	-6	-3.8	0.0	0.0	11	3
O=C(Nc1ccccn1)c1cc2cc([N+](=O)[O-])ccc2s1	19	-8	2	-5	-1	-2.4	0.0	3.1	-1	1
O=C(NCc1ccccc1)C1=C[C@H](c2coc3ccccc3c2=O)C[C@H](OCCCCO)O1	25	7	-5	0	-9	-0.7	-0.3	0.2	0	1

One compound at a time, as listed above. Screens in order: DUSP3 inh | MazF activator | CCHFV vOTU inh | BoNT-F LC inh | Rv3671c protease | FadD28 FP inh | Mtb BioA inh | Mtb UGM inh | GDH-TPI inh | Mtb FBA inh
C=CCNc1nc(-c2c(C)nc3ncccn23)cs1 is listed with 14 | 2 | 3 | ? | 1 | -3.2 | 1.6 | -0.7 | 20 | 2
COc1cc(O)c(C(CC(=O)N2CCCCC2)c2cc(OC)c(OC)c(OC)c2)c(OC)c1 (stereo not drawn) is listed with 7 | -12 | 0 | 2 | 4 | -1.1 | -0.1 | 0.2 | 7 | -1
O=C(O)CCN1C(=O)/C(=C2\C(=O)N(Cc3ccc(F)cc3)c3ccccc32)SC1=S is listed with 145 | -2 | -2 | -12 | -10 | -5.6 | -0.2 | 1.0 | 0 | -5

The list goes on.
SMILES	DUSP3 inh	MazF activator	CCHFV vOTU inh	BoNT-F LC inh	Rv3671c protease	FadD28 FP inh	Mtb BioA inh	Mtb UGM inh	GDH-TPI inh	Mtb FBA inh
O=C1/C(=C\c2ccc3ccccc3c2)CCCc2ccccc21	4	-8	4	16	-12	-2.5	.	4.7	2	0
CCN(CC)S(=O)(=O)c1ccc(C)c(NC(=O)COC(=O)C=C(C)C)c1	9	-2	5	3	-4	-0.7	-1.3	5.7	5	3
COc1ccc(CCC(=O)NNC(=O)Nc2ccc(C(C)C)cc2)cc1	1	1	5	1	.	0.7	-0.7	-0.3	7	-1
Cc1ccc(-n2c(=O)[nH]c3c(oc4ccccc43)c2=O)cc1	15	-2	1	.	-4	-0.6	.	-1.2	3	20
Cc1cc2oc(=O)cc(-c3ccccc3)c2c(C)c1-c1ccc(F)c(Cl)c1	.	-21	12	-5	.	1.0	-1.3	.	5	1
